From PubChem BioAssay
ERa SRC1 pot = ER-alpha (human) coactivator binding potentiation; TR-FRET ERalpha-LBD/SRC-Cy5 coactivator binding, 2 h; 100 = basal binding, no effect; coactivator binding (% of control), % at 25.6 µM; 86,000 compounds, 1.3% hits; AID 639; in the data active = activity above about 200%;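 also: binding measured in presence of low estradiol as agonist stimulus; 0% = peptide alone without receptor and 100% = receptor with peptide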
ERb SRC1 inh = ER-beta (human) coactivator binding inhibition; Q92731; TR-FRET ER-beta LBD / SRC1-Cy5 peptide binding; receptor agonist-loaded with 1 µM estradiol; inhibition, % at 25.6 µM; 86,000 compounds, 1.3% hits;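 active = compounds whose percent inhibition of the receptor-coactivator binding signal exceeds about 50% in the single-dose screen, limit read from the data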;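 also: 0% = receptor plus peptide wells without compound and 100% = peptide-only wells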
ERa SRC1 inh = blocks coactivator binding to human estrogen receptor alpha; P03372; TR-FRET ER-alpha LBD / SRC-1 peptide, estradiol-bound; inhibition, % at 25.6 µM; 86,000 compounds, 1.7% hits; in the data active = inhibition above about 50%;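 also: 0% = receptor plus peptide control and 100% = peptide only without receptor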
CD11b adhes inh = blocks human CD11b/CD18 adhesion to fibrinogen; K562 CD11b/CD18 adhesion to fibrinogen, ATPlite luminescence; Mn2+ added to activate the integrin; inhibition, % at 10 µM; 93,000 compounds, 0.54% hits; AID 1497;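 active = primary inhibition of 50% or more at 10 µM, then 40% or more on retest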; also: some results filed as inactive read as strong as hits
Target sequence (P05107 whole entry, looked up, other chains not shown): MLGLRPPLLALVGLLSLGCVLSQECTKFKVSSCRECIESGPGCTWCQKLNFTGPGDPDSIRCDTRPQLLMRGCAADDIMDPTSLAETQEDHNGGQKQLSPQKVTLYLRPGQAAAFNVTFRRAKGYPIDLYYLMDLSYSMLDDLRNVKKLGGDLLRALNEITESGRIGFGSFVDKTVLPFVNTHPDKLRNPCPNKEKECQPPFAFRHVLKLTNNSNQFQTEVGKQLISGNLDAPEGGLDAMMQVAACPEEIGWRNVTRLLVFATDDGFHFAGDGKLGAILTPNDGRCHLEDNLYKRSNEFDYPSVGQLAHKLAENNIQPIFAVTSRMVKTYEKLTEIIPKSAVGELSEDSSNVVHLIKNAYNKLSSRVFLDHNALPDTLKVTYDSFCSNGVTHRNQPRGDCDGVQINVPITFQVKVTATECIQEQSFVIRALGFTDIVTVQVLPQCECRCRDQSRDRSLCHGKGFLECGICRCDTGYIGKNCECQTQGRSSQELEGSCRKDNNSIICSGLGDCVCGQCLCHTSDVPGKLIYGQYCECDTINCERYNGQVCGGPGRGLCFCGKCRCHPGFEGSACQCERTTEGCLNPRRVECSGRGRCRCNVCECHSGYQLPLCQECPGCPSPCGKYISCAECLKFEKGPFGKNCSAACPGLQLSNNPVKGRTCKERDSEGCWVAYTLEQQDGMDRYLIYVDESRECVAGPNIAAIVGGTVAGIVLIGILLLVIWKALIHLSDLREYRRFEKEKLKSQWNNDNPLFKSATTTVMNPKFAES
PLK1 kinase inh = PLK1 (human) kinase inhibition. P53350. AID 619. inhibition, % at 10 µM. 97,000 compounds, 0.53% hits. recombinant PLK1 kinase, TR-FRET peptide phosphorylation;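 active = inhibition of 50% or more in the single-concentration screen; inactive = inhibition below 50%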;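 also: 0% = DMSO max control and 100% = H-89 dihydrochloride min control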
CD11b adhes enh = increases human CD11b/CD18 adhesion to fibrinogen. K562 CD11b/CD18 adhesion to fibrinogen, ATPlite luminescence. activation, % at 10 µM. 93,000 compounds, 0.07% hits. AID 1499;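 active = 10 µM primary screen giving 50% or more activity, confirmed by 40% or more on retest at that dose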; also: strong numbers were not always called active
HIV Rev-RRE inh = disrupts HIV-1 Rev binding to RRE RNA; P05866; Rev peptide-RRE RNA binding, FRET; inhibition, % at 8 µM; 97,000 compounds, 0.79% hits; AID 704;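 active = inhibition above the screen-wide mean plus 3 SD, cut at about 35% in these data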;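 also: 0% = median DMSO wells and 100% = median Neomycin B control wells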
Target sequence (P05866 whole entry, looked up): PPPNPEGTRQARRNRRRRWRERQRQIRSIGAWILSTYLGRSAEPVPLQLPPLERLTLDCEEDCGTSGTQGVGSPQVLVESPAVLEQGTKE
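System: Cy5-labelled duplex RRE RNA binding fluorescein-labelled HIV Rev peptide; Signal: fluorescein-to-Cy5 FRET, 480 nm excitation; Also added: labelled Rev peptide; Compound: one concentration, 8 µM nominal; Buffer or medium: HEPES pH 7.5 salt buffer with EDTA; Read-out: % inhibition of FRET ratio versus controls; Schedule: 5 min preincubation and 15 min binding, 25 °C.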
FAK inh = blocks human focal adhesion kinase activity; biochemical FAK kinase activity assay; inhibition, %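 (tested at 7 µM)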; 97,000 compounds, 0.84% hits; AID 727; in the data active = inhibition above about 19%;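 also: 0% = DMSO and 100% = reference compound high control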
Plk1 PBD FP = Plk1 (human) PBD binding inhibition; inhibition, %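 (tested at about 20 µM)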; P53350; Plk1 PBD phosphopeptide binding, fluorescence polarization; 97,000 compounds, 0.13% hits; in the data active = inhibition above about 34%, passing the limit was not always enough
* hit, by the source's call; [ ] = remark or other dose.

Sample of the layout (three entries):
Cn1c(=O)c2c(nc(OCc3ccc4c(c3)OCO4)n2Cc2ccccc2Cl)n(C)c1=O was read as CD11b adhes inh -4, PLK1 kinase inh -10, CD11b adhes enh 0, HIV Rev-RRE inh 7, FAK inh 1 and Plk1 PBD FP -7.
Screening CCn1c(NCc2cccs2)nc2ccccc21 returned ERa SRC1 pot 96, ERb SRC1 inh -11, ERa SRC1 inh 67*[fluorescence artefact?], CD11b adhes inh -17, PLK1 kinase inh -4, CD11b adhes enh 1, HIV Rev-RRE inh 1, FAK inh -3 and Plk1 PBD FP -16.
For COCCNC(=O)c1ccc(Cl)c(Cl)c1 the results were ERa SRC1 pot 92, ERb SRC1 inh 10, ERa SRC1 inh -1, CD11b adhes inh -17, PLK1 kinase inh -12, CD11b adhes enh 7, HIV Rev-RRE inh 5, FAK inh 0 and Plk1 PBD FP -23.

The whole of this part, from the first entry:
Cn1c(=O)c2c(nc(OCc3ccc4c(c3)OCO4)n2Cc2ccccc2Cl)n(C)c1=O was read as CD11b adhes inh -4, PLK1 kinase inh -10, CD11b adhes enh 0, HIV Rev-RRE inh 7, FAK inh 1 and Plk1 PBD FP -7.
Screening CCn1c(NCc2cccs2)nc2ccccc21 returned ERa SRC1 pot 96, ERb SRC1 inh -11, ERa SRC1 inh 67*[fluorescence artefact?], CD11b adhes inh -17, PLK1 kinase inh -4, CD11b adhes enh 1, HIV Rev-RRE inh 1, FAK inh -3 and Plk1 PBD FP -16.
For COCCNC(=O)c1ccc(Cl)c(Cl)c1 the results were ERa SRC1 pot 92, ERb SRC1 inh 10, ERa SRC1 inh -1, CD11b adhes inh -17, PLK1 kinase inh -12, CD11b adhes enh 7, HIV Rev-RRE inh 5, FAK inh 0 and Plk1 PBD FP -23.
For CC(C)C(NC(=O)c1ccc2c(c1)OCO2)C(=O)N/N=C\c1ccco1 (stereo not drawn) the results were CD11b adhes inh 0, PLK1 kinase inh -10, CD11b adhes enh 7, HIV Rev-RRE inh 4, FAK inh 1 and Plk1 PBD FP 17.
COc1ccccc1NC(=O)CN1C(=O)C2(OCCCO2)c2ccccc21 was read as ERa SRC1 pot 138, ERb SRC1 inh -11, ERa SRC1 inh -5, CD11b adhes inh -13 and CD11b adhes enh -3.
`Cc1ccc(-c2nnc3sc(-c4ccc5c(c4)OCCO5)nn23)cc1` gave ERa SRC1 pot 303*, ERb SRC1 inh 16, ERa SRC1 inh 15, PLK1 kinase inh -6, HIV Rev-RRE inh 5, FAK inh 6 and Plk1 PBD FP 19.
Screening COC(=O)c1ccc(Oc2nc(Nc3ccc(F)cc3)nc(N3CCCC3)n2)cc1 returned ERa SRC1 pot 97, ERb SRC1 inh 5, ERa SRC1 inh 3, CD11b adhes inh -9, PLK1 kinase inh 0, CD11b adhes enh 3, HIV Rev-RRE inh -7, FAK inh -6 and Plk1 PBD FP -14.
For Cc1cnc(C(=O)OCC(=O)NC2CCCC(C)C2C)cn1 (stereo not drawn) the results were ERa SRC1 pot 110, ERb SRC1 inh -7, ERa SRC1 inh -8, CD11b adhes inh -13, PLK1 kinase inh -10, CD11b adhes enh -2, HIV Rev-RRE inh 3, FAK inh -3 and Plk1 PBD FP -21.
CCS(=O)(=O)N1CCCC(C(=O)NCc2ccccc2Cl)C1 (stereo not drawn) was read as ERa SRC1 pot 103[fluorescence artefact?], ERb SRC1 inh 1[fluorescence artefact?], ERa SRC1 inh -1, CD11b adhes inh -18, PLK1 kinase inh -7, CD11b adhes enh 10, HIV Rev-RRE inh 6, FAK inh -3 and Plk1 PBD FP 8.
CC(O)CNc1nc2c(c(=O)n(C)c(=O)n2C)n1Cc1cccc(C(F)(F)F)c1 (stereo not drawn) was read as ERa SRC1 pot 73, ERb SRC1 inh -18, ERa SRC1 inh -22, PLK1 kinase inh -12, HIV Rev-RRE inh 6, FAK inh -1 and Plk1 PBD FP -6.
For C=CCn1c(SCC(=O)NC(=O)NCc2ccco2)nc2sc(CC)cc2c1=O the results were ERa SRC1 pot 47[fluorescence artefact?], ERb SRC1 inh 65*, ERa SRC1 inh 74*, CD11b adhes inh -5 and CD11b adhes enh 11.
CCOc1ccccc1C(=O)Nc1cc(Cl)ccc1O was read as ERa SRC1 pot 105, ERb SRC1 inh 0, ERa SRC1 inh -1, CD11b adhes inh -3, PLK1 kinase inh -8, CD11b adhes enh 0, HIV Rev-RRE inh 16, FAK inh 12 and Plk1 PBD FP 11.
COC(=O)c1ccc(/C=N/NC(=O)c2cccc(F)c2)cc1 was read as CD11b adhes inh 19, PLK1 kinase inh -11, CD11b adhes enh -1, HIV Rev-RRE inh -2, FAK inh 6 and Plk1 PBD FP -15.
Screening NNc1nnc(-c2ccccc2)c(-c2ccccc2)n1 returned ERa SRC1 pot 100, ERb SRC1 inh -4, ERa SRC1 inh -7, CD11b adhes inh -8, PLK1 kinase inh -3, CD11b adhes enh 2, HIV Rev-RRE inh 4, FAK inh 2 and Plk1 PBD FP 7.
C/C(N)=C(/C#N)C(=O)COC(=O)CSc1ccccc1 was read as ERa SRC1 pot 101, ERb SRC1 inh 11, ERa SRC1 inh 10[fluorescence artefact?], CD11b adhes inh -8, PLK1 kinase inh -5, CD11b adhes enh -5, HIV Rev-RRE inh -1, FAK inh -3 and Plk1 PBD FP -9.
`C=CCn1c(SCC(=O)Nc2cccc3ccccc23)nnc1-c1cnccn1` gave ERa SRC1 pot 87, ERb SRC1 inh -2, ERa SRC1 inh 0, PLK1 kinase inh 13, HIV Rev-RRE inh -2, FAK inh 3 and Plk1 PBD FP 14.
Nc1ccc(-c2nc3ccccc3[nH]2)cc1 was read as ERa SRC1 pot 109, ERb SRC1 inh -2, ERa SRC1 inh -1, CD11b adhes inh -55, PLK1 kinase inh 3, CD11b adhes enh 0, HIV Rev-RRE inh 4, FAK inh 3 and Plk1 PBD FP 13.
Screening O=C(CSc1nc2ccccc2[nH]1)c1cccs1 returned ERa SRC1 pot 118, ERb SRC1 inh 26, ERa SRC1 inh 35, CD11b adhes inh -9 and CD11b adhes enh 1.
Screening O=C(NC1CCCCC1)C(c1ccc2ncccc2c1)N(Cc1ccc(F)cc1)C(=O)c1ccc2c(c1)OCCO2 (stereo not drawn) returned PLK1 kinase inh -7, HIV Rev-RRE inh 3, FAK inh -1 and Plk1 PBD FP 18.
For COc1ccc2c(c1)CCc1c(C(=O)NCc3cccnc3)noc1-2 the results were ERa SRC1 pot 100, ERb SRC1 inh -5, ERa SRC1 inh 5, CD11b adhes inh 6, PLK1 kinase inh -5, CD11b adhes enh 2, HIV Rev-RRE inh 4, FAK inh -2 and Plk1 PBD FP 1.
For CC(=O)/C=C(\C)NCCNc1c(F)c(F)c(CO)c(F)c1F the results were ERa SRC1 pot 114, ERb SRC1 inh -6, ERa SRC1 inh -5[fluorescence artefact?], CD11b adhes inh 7 and CD11b adhes enh -2.
COC(=O)c1c(NC(=O)c2ccco2)sc(C)c1C was read as ERa SRC1 pot 133, ERb SRC1 inh -5, ERa SRC1 inh -6, CD11b adhes inh -8, PLK1 kinase inh -12, CD11b adhes enh 1, HIV Rev-RRE inh 7, FAK inh 0 and Plk1 PBD FP 19.
Cc1ccc(OC(C)C)c(CN(CCO)CCO)c1 was read as ERa SRC1 pot 104, ERb SRC1 inh -3, ERa SRC1 inh -3, CD11b adhes inh 0, PLK1 kinase inh -9, CD11b adhes enh -5, HIV Rev-RRE inh 10, FAK inh 0 and Plk1 PBD FP -8.
`COc1cc(C2C(C(=O)N3CCOCC3)=C(C)NC3=C2C(=O)CCC3)ccc1OC(C)=O` (stereo not drawn) gave ERa SRC1 pot 95, ERb SRC1 inh -3, ERa SRC1 inh -3, CD11b adhes inh 0, PLK1 kinase inh -3, CD11b adhes enh 0, HIV Rev-RRE inh 11, FAK inh -1 and Plk1 PBD FP -8.
Screening O=C(O)CCCC(=O)Nc1ccc(C(=O)N2CCCCC2)cc1 returned ERa SRC1 pot 126, ERb SRC1 inh -4, ERa SRC1 inh -6, CD11b adhes inh -9, PLK1 kinase inh -11, CD11b adhes enh -7, HIV Rev-RRE inh 3, FAK inh -3 and Plk1 PBD FP -1.
For COCCNC(=O)CS(=O)Cc1nc(-c2ccccc2C)oc1C (stereo not drawn) the results were ERa SRC1 pot 143, ERb SRC1 inh -5, ERa SRC1 inh -1, CD11b adhes inh -3, PLK1 kinase inh -8, CD11b adhes enh 2, HIV Rev-RRE inh 0, FAK inh 6 and Plk1 PBD FP 0.
Screening CNC(=O)c1cc(S(=O)(=O)N(C)C)ccc1Cl returned ERa SRC1 pot 135[fluorescence artefact?], ERb SRC1 inh -10, ERa SRC1 inh -6, CD11b adhes inh 2, PLK1 kinase inh -7, CD11b adhes enh -2, HIV Rev-RRE inh 7, FAK inh -1 and Plk1 PBD FP -30.
CCOc1ccccc1CNC(=O)C1CCCN(c2nc3ccccc3o2)C1 (stereo not drawn) was read as ERa SRC1 pot 86, ERb SRC1 inh 8, ERa SRC1 inh 35[fluorescence artefact?], CD11b adhes inh 7, PLK1 kinase inh -12, CD11b adhes enh -5, HIV Rev-RRE inh 2, FAK inh 1 and Plk1 PBD FP 1.
`Cc1cc(SCC(=O)c2cccs2)nc2c(C)cccc12` gave PLK1 kinase inh -13, HIV Rev-RRE inh 1, FAK inh 0 and Plk1 PBD FP 18.
`CCOc1ccc(NC(=O)c2nnn(CC(=O)Nc3ccccc3OC)c2N)cc1` gave ERa SRC1 pot 116, ERb SRC1 inh -4, ERa SRC1 inh 1, PLK1 kinase inh -9, HIV Rev-RRE inh 1, FAK inh -6 and Plk1 PBD FP 4.
For O=C(CN1CCCC1)Nc1ccc(NC(=O)Nc2ccccc2)cc1 the results were ERa SRC1 pot 97, ERb SRC1 inh -7, ERa SRC1 inh 2, CD11b adhes inh 1, PLK1 kinase inh -9, CD11b adhes enh 4, HIV Rev-RRE inh 3, FAK inh 0 and Plk1 PBD FP 21.
COc1c(O)cccc1-c1nnn(CCC(=O)OCC(=O)c2ccccc2)n1 was read as ERa SRC1 pot 109, ERb SRC1 inh 4, ERa SRC1 inh -7, CD11b adhes inh 5, PLK1 kinase inh -2, CD11b adhes enh -3, HIV Rev-RRE inh 10, FAK inh 1 and Plk1 PBD FP -9.
Screening Cc1cccc(NC(=O)C2c3ccccc3C(=O)N3CCc4ccccc4C23)n1 (stereo not drawn) returned ERa SRC1 pot 108, ERb SRC1 inh 25, ERa SRC1 inh -4, CD11b adhes inh -7, PLK1 kinase inh -10, CD11b adhes enh -2, HIV Rev-RRE inh 11, FAK inh 0 and Plk1 PBD FP 11.
`NC(=O)C1CCN(c2nc(-c3ccccc3)nc3ccccc23)CC1` gave ERa SRC1 pot 123, ERb SRC1 inh 2, ERa SRC1 inh -1, CD11b adhes inh -20, PLK1 kinase inh -13, CD11b adhes enh 1, HIV Rev-RRE inh 9, FAK inh -2 and Plk1 PBD FP -14.
`N=c1c(C(=O)NCc2ccco2)cc2c(=O)n3ccccc3nc2n1CC1CCCO1` (stereo not drawn) gave ERa SRC1 pot 67[fluorescence artefact?], ERb SRC1 inh 44[fluorescence artefact?], ERa SRC1 inh 37[fluorescence artefact?], PLK1 kinase inh -5, HIV Rev-RRE inh 14, FAK inh 6 and Plk1 PBD FP -18.
`CN(C)/C=N/c1nc2ccc3c(c2s1)CCCC3` gave ERa SRC1 pot 79, ERb SRC1 inh 4, ERa SRC1 inh 0, CD11b adhes inh 8, PLK1 kinase inh 8, CD11b adhes enh -2, HIV Rev-RRE inh 5, FAK inh 2 and Plk1 PBD FP -1.
For C=CCOC(=O)c1[nH]c2c(c1C)C(=O)CC(c1ccco1)C2 (stereo not drawn) the results were ERa SRC1 pot 135[fluorescence artefact?], ERb SRC1 inh 43, ERa SRC1 inh 38, CD11b adhes inh 26 and CD11b adhes enh -3.
